Bioassay records deposited in PubChem BioAssay by National Center for Advancing Translational Sciences (NCATS).
FEN1 inhibitor: qHTS Assay for the Inhibitors of Human Flap endonuclease 1 (FEN1). Recombinant FEN1 flap cleavage, fluorescence, 15 min. Potency, µM (doses to about 114 µM), inactives show at the top dose activity change, negative = inhibition, usual class: inhibitors. 390,000 tested, 0.35% active. AID 588795, 2011; further: nearly all actives have a fitted effect of over 65% in size
Target sequence (P39748 whole entry, looked up): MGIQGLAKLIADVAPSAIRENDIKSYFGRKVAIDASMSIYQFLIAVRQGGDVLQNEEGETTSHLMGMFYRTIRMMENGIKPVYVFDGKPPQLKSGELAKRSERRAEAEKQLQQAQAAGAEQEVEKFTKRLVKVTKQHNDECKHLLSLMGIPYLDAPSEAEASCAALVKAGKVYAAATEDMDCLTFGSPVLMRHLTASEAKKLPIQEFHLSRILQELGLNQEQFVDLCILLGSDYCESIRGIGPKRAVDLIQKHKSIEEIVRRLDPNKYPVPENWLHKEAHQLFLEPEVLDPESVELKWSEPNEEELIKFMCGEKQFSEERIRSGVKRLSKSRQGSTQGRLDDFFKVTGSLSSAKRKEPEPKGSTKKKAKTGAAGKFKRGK
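Compounds are tested as a concentration series against 10 nM FEN1; after a 15 min room-temperature preincubation, 50 nM substrate starts cleavage, with plate reads at 0 and 15 min. Normalized responses are fitted by a Hill equation.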
DT40 TDP1 CPT: qHTS for Inhibitors of human tyrosyl-DNA phosphodiesterase 1 (TDP1): qHTS in cells in presence of CPT; chicken DT40 Tdp1-/-;hTDP1 cells + 20 nM CPT, ATP luminescence, 48 h; 420,000 tested, 12% active; Potency, µM (titrated, usually from 46.2 µM), for inactives: at the highest dose activity change, negative = growth inhibition, hits mostly inhibitors; further: nearly all actives have a fitted effect of over 55% in size
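Chicken DT40 Tdp1-/- cells complemented with human TDP1, 400 cells/well, exposed to compounds plus 20 nM camptothecin for at least 48 h at 37 C; viability read as ATP content by CellTiter-Glo luminescence.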
N370S GC: qHTS Assay for Inhibitors and Activators of N370S glucocerebrosidase as a Potential Chaperone Treatment of Gaucher Disease; 330,000 tested, 0.092% active; N370S GC spleen homogenate, 4MU-glucoside fluorescence; Potency, µM (titrated, usually from 59.4 µM), inactives show at the top dose activity change, negative = inhibition, hits mostly inhibitors; Lysosomal acid glucosylceramidase (Homo sapiens), P04062;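 further: 0% = full enzyme activity and -100% = no enzyme basal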
Numbers without * were called inactive; u = inconclusive; x = no result given; & = joins results of further samples; [ ] = dose if it differs, or a comment. The call rests on the fitted dose curve; in most records, active means well fitted curve in the direction sought with a large enough effect; inconclusive means small, poorly fitted or top-dose-only effect, or another doubt; inactive means no such curve, though single readings can be large; an effect the other way counts as inactive or inconclusive. Unless noted, on the % scale 0 is the no-effect control and ±100 the full control effect; potency means the concentration at half of the fitted maximal effect. Not all compounds are listed; the hit share may differ from the screen's.

SMILES | FEN1 inhibitor | DT40 TDP1 CPT | N370S GC
CCC(C)(C)n1nnnc1C(c1cccs1)N1CC=C(c2ccc(F)cc2)CC1 (stereo not drawn) | -21% | 23µM* | 5%[2.35 µM]
COc1ccccc1-n1c(-c2ccccc2Cl)nc2ccccc2c1=O | -5% | u | -8%
O=c1c2ccccc2cnn1Cc1n[nH]c(=S)n1C1CC2CCC1C2 (stereo not drawn) | 2% | u | 12%
O=C1NC(=O)C(C/C=C/c2ccccc2)C(=O)N1 | 8% | -19% | 9%
COC(=O)C1=C(c2ccccc2)C[C@@H]2CC[C@H]1N2C(=O)NCc1ccco1 | -3% | -25% | x
Cc1ccc(-n2c(=O)[nH]c3ccc(Br)cc3c2=O)cc1 | -5% | -28% | x
C=C1C2C[C@]3(C4CC5[C@@]6(C)CC[C@H](O)[C@@]5(C3CC2=O)C4[N+]([O-])(CC)C6)[C@@H]1O (stereo partly drawn) | x | 12%[9.04 µM] | -2%
O=[N+]([O-])c1ccc(-c2ccccc2)c([As](=O)(O)O)c1 | -5% | 13µM* | 0%
CCCCn1c(=O)c(C(=O)Nc2ccc(C)cn2)c(O)c2ccccc21 | -16% | 13µM* | -6%
O=C(c1cc(F)ccc1F)C1CCCN(Cc2cc(Cl)ccc2O)C1 (stereo not drawn) | -18% | u | -4%
Cc1cc(C)cc(N2C(=O)NC(=O)/C(=C\C=C\c3ccco3)C2=O)c1 | -13% | 5.2µM* | 1%
C=CCN1C(=O)NC(=O)/C(=C/c2ccc(N(C)C)c(Br)c2)C1=O | -5% | -5% | 22%
CN(C)C1(CNC(=O)c2cc(S(=O)(=O)N3CCOCC3)c(Cl)cc2Cl)CCCCC1 | 4% | 3% | -12%
CCC(=O)N1N=C(c2c(O)n(CCc3ccccc3)c(=O)[nH]c2=O)CC1c1ccc(OC)c(OC)c1 (stereo not drawn) | -7% | u | -6%
COc1cccc(-c2nc3c(C#N)c[nH]n3c2NC2CCCCC2)c1OC | -4% | u | x
CC(C)Cc1nnc(NC(=O)CCC(=O)N2CCN(CCOC(c3ccccc3)c3ccccc3)CC2)s1 | 2% | u | -21%
O=P(Oc1ccc(Cl)cc1)(N1CC1)N1CC1 | -17% | 6.5µM* | x
CCCNC(=O)N1[C@H]2CC[C@@H]1C(C(=O)OC)=C(c1ccc(Cl)c(C(F)(F)F)c1)C2 | u | 16µM* | x
Cc1nc2ccc(Cl)cc2c(=O)n1-c1ccccc1Cl | 6% | -26% | -1%
Cc1ccc(-n2nc3ccc(NC(=O)COc4ccccc4C)cc3n2)cc1 | -4% | u | x

Six compounds out of the list, arranged by length of the SMILES, falling:
SMILES | FEN1 inhibitor | DT40 TDP1 CPT | N370S GC
C=C1C2C[C@]3(C4CC5[C@@]6(C)CC[C@H](O)[C@@]5(C3CC2=O)C4[N+]([O-])(CC)C6)[C@@H]1O (stereo partly drawn) | x | 12%[9.04 µM] | -2%
O=[N+]([O-])c1ccc(-c2ccccc2)c([As](=O)(O)O)c1 | -5% | 13µM* | 0%
O=c1c2ccccc2cnn1Cc1n[nH]c(=S)n1C1CC2CCC1C2 (stereo not drawn) | 2% | u | 12%
O=C(c1cc(F)ccc1F)C1CCCN(Cc2cc(Cl)ccc2O)C1 (stereo not drawn) | -18% | u | -4%
Cc1ccc(-n2c(=O)[nH]c3ccc(Br)cc3c2=O)cc1 | -5% | -28% | x
O=C1NC(=O)C(C/C=C/c2ccccc2)C(=O)N1 | 8% | -19% | 9%

(list continues)
SMILES | FEN1 inhibitor | DT40 TDP1 CPT | N370S GC
O=C1C(=O)c2cccc3cccc1c23 | 8% | 0.58µM* | 4%
CCCC(C)c1nnc(NC(=O)CCS(=O)(=O)c2ccccc2)s1 (stereo not drawn) | -4% | 7.3µM* | 4%
Cc1nc2ccccc2c(=O)n1-c1ccc(-c2ccccc2)cc1 | -2% | u | -12%
COC(=O)C1C2c3ccccc3C(c3ccccc32)C1(C)C(=O)OC (stereo not drawn) | -2% | -4% | x
CCOc1cc2[nH]c(=O)n(CCCCC(=O)N3CCN(c4ccccc4)CC3)c(=O)c2cc1OCC | -6% | u | x
Cc1ncc([N+](=O)[O-])n1CCOC(N)=O | -1% | 4% | -5%
COc1cccc(-c2cc(C(F)(F)F)n3nc(C(=O)N4CCC5(CC4)OCCO5)cc3n2)c1 | -21% | -29% | -3%
CCOc1ccc(CNC(=O)CSc2c3c(nc4cc(Cl)ccc24)CCCC3)cc1 | -1% | u | x
O=c1c2ccccc2nc(/C=C/c2ccccc2)n1-c1ccc(O)cc1 | -3% | u | -5%
COc1ccc(-c2cc(=O)oc3c(C)c(OC(C)C(=O)N4C[C@H]5C[C@@H](C4)c4cccc(=O)n4C5)ccc23)cc1 (stereo partly drawn) | 4% | -26% | 1%
CCCc1cc(=O)oc2cc(OCC(=O)N3CCC(C(=O)O)(c4ccccc4)CC3)ccc12 | 18% | -4% | -1%
CCCn1c2ccccc2c2nnc(SCC(=O)Nc3cccc(C(C)=O)c3)nc21 | -30% | u | x
O=c1[nH]c(=O)n(-c2cccc(Cl)c2)c(O)c1/C=N/c1ccccn1 | 8% | 10% | -1%
CC(C)CC1(CCc2ccccc2)C(=O)NC(=O)NC1=O | -3% | 5% | x
C=C[C@H]1CN2CCC1C[C@@H]2C(O)c1ccnc2ccccc12 (stereo partly drawn) | x | -3% | -3%
CC1=CC(=O)C2=C(C)C[C@H](O)[C@H]3[C@H](C)C(=O)O[C@@H]3C12 (stereo partly drawn) | x | -1% | -9%
CC[N+](CC)(CC)CCCOC(=O)C(O)(c1ccccc1)C1CCCCC1 (stereo not drawn) | -2% | u | -8%
Oc1ccc(Cl)cc1 | 15% | -5%&4%&-14% | 1%&-2%
Cc1ccc2c(c1)C1CN(C)CCC1N2C(=O)Cc1cccs1 (stereo not drawn) | -10% | -5% | 0%
CN(C(=O)Cc1ccc(Cl)c(Cl)c1)[C@@H](CN1CCCC1)c1cccc(OCC(=O)O)c1 | x | 11% | -5%
COc1ccccc1-n1c(-c2ccc(C)cc2)nc2ccccc2c1=O | 0% | u | 6%
CC[n+]1c(-c2ccccc2)c2cc(N)ccc2c2ccc(N)cc21 | 13µM* | 0.16µM* | -14%&17%&-13%
O=C(C1CC(=O)N(C2CCCCC2)C1)N1CCC2(CC1)OCCO2 (stereo not drawn) | -1% | -3% | 8%
CCCCP(=O)(O)c1ccccc1 | -6% | 4% | -1%
Cc1cc(C)[n+](CCCC[n+]2c(C)cc(C)cc2C)c(C)c1 | 16% | -1% | -4%
Cc1ccc(N2C(=O)NC(=O)/C(=C\c3cc(C)n(-c4cc(C(=O)O)cc(C(=O)O)c4)c3C)C2=O)cc1 | 56µM* | 19% | -7%
CC1(C)CC(CCNCc2ccc3c(c2)OCO3)(Cc2ccccc2)CCO1 (stereo not drawn) | -3% | u | -24%
O=c1[nH]c(=O)n(Cc2ccc(F)cc2)c(O)c1C=NCCCn1ccnc1 | 4% | 3% | 5%
CC(C)c1ccc(N=Cc2c(O)n(C3CC3)c(=S)[nH]c2=O)cc1 | 9% | -29% | 2%
CCC(C)n1c(O)c(/C=N/Nc2ccccc2)c(=O)[nH]c1=S (stereo not drawn) | 0% | -2% | -7%
CCC(=NCc1cc(OC)cc(OC)c1)c1c(O)n(C)c(=O)n(C)c1=O | -18% | 10µM* | -6%
CCOC(=O)N1CCN(CC(O)COCCC23CC4CC(CC(C4)C2)C3)CC1 (stereo not drawn) | -6% | 12µM* | -4%
CCN1CCOC(c2ccccc2)C1 (stereo not drawn) | 0% | -1% | x
CN1CCN(/N=C/c2c(O)n(Cc3ccc(F)cc3)c(=O)[nH]c2=O)CC1 | -6% | 15% | 0%
O=C(c1cc(-c2cccnc2)nc2ccc(Cl)cc12)N1CCC2(CC1)OCCO2 | 5% | -6% | -26%
CCCCN1CCC(O)(c2ccccc2)C(C(=O)c2ccccc2)C1 (stereo not drawn) | 11% | 2.9µM* | 1%
CCOC(=O)c1c(C)[nH]c(C)c1S(=O)(=O)N1CCC(C(=O)N2CCN(c3ccc(Cl)cc3)CC2)CC1 | -6% | u | x
C/C(=N\NC(=O)c1ccncc1)c1c(O)n(-c2ccccc2)c(=O)[nH]c1=O | -8% | 0% | -7%
N#Cc1ccccc1Cn1cc(C(=O)c2ccccc2F)c2ccccc21 | -8% | u | 16%
Cn1c(O)c(C(=NCCc2c[nH]c3ccccc23)c2ccccc2)c(=O)n(C)c1=O | -11% | -27% | 2%
O=C(Cc1ccccc1)OCn1nnc2ccccc2c1=O | -17% | -11% | -3%
Cc1cnc[nH]1 | 2% | 2% | -7%
c1ccc2oc(N3CCNCC3)nc2c1 | -1% | -11% | 1%
CC12CCC(O)CC1CCC1C2CCC2(C)C(C3=CC(=O)OC3)CCC12O (stereo not drawn) | -1% | u | x
OCC#CC[N+]1(CC#Cc2ccccc2)CCOCC1 | -2% | 6% | 2%
C#C[C@@]1(O)CCC2C3CCC4=C/C(=N/OCC(=O)NC(C(=O)NC(CC(C)C)C(=O)O)C(C)C)CC[C@]4(C)C3CC[C@@]21C (stereo partly drawn) | -1% | -10% | -14%
C[N+](C)(C)CCc1ccc(O)cc1 | 16% | 11% | 14%
Nc1c(C(=O)NCCN2CCOCC2)c2nc3ccccc3nc2n1Cc1ccccc1 | -11% | u | 10%
Fc1ccc(N2CCN(Cc3cc4c(cc3Br)OCO4)CC2)cc1 | -11% | 1% | 0%
CC(C)CN1CCCC2(CCN(C(=O)Oc3ccccc3)CC2)C1 | x | 4% | -7%

Compound profiles, from the list above:
Profile of c1ccc2oc(N3CCNCC3)nc2c1 : FEN1 inhibitor = -1%; DT40 TDP1 CPT = -11%; N370S GC = 1%
Profile of Nc1c(C(=O)NCCN2CCOCC2)c2nc3ccccc3nc2n1Cc1ccccc1 : FEN1 inhibitor = -11%; DT40 TDP1 CPT = u; N370S GC = 10%
Profile of C[N+](C)(C)CCc1ccc(O)cc1 : FEN1 inhibitor = 16%; DT40 TDP1 CPT = 11%; N370S GC = 14%

Next section:
SMILES | FEN1 inhibitor | DT40 TDP1 CPT | N370S GC
CCCCn1c(=O)c(C(=O)Nc2ccccc2Cl)c(O)c2ccccc21 | -10% | u | -21%
C/C(CC(c1ccccc1)c1c(O)c2ccccc2oc1=O)=N\Nc1ccc([N+](=O)[O-])cc1[N+](=O)[O-] (stereo not drawn) | -2% | u | -1%
C=CCn1c(O)c(C(CC)=NCCCO)c(=O)[nH]c1=O | -1% | -6% | -8%
COc1c(C)cc(C(=O)C2CCCN(C3CCOCC3)C2)cc1C (stereo not drawn) | -2% | -16% | 19%
COc1cc2c(cc1OC)-c1c(O)c(OC)cc3c1[C@H](C2)N(C)CC3 | x | u | 11%
CC(C)C(OC(=O)c1ccco1)C(=O)NCc1ccco1 (stereo not drawn) | -6% | u | 13%
CCOC(=O)c1c(C)n(Cc2ccccc2)c2ccc(OCC(O)CN3C(=O)CNC3=O)cc12 (stereo not drawn) | -18% | u | -2%
CCCOC(=O)C1=C(C)CS[C@@H]2[C@H](NC(=O)COc3ccccc3)C(=O)N12 | -7% | 20µM* | x
CN1CC[C@@]2(CCCN(C(=O)c3ccncc3)C2)C1 | x | -6% | 4%
CC(=O)Nc1cc(Cl)c(N=Cc2ccc(O)cc2O)cc1Cl | 7% | u | -4%
CC(C)NC(C)C(=O)c1ccc2ccccc2c1 (stereo not drawn) | -4% | -4% | 6%
Cc1cccc2c3c(ccc12)C1=C(C(=O)C3=O)C(C)CO1 (stereo not drawn) | x | 4.1µM* | 18%
Cc1cc(OCC(=O)NCC2CCC(C(=O)O)CC2)c2c3c(c(=O)oc2c1)CCC3 (stereo not drawn) | -1% | 0% | -11%
CNC(C)C#Cc1ccc2c(=O)c3ccccc3oc2c1 (stereo not drawn) | -12% | u | x
CCOc1ccc(NCc2cccn2-c2nnc(N3CCC(C(=O)NCc4ccc(C)cc4)CC3)s2)cc1 | -14% | 9.2µM* | x
CC(=O)N1CCCSC1=Nc1ccccc1 | -4% | 20% | 1%
COc1ccc(-n2c(/C=C3\C(=O)Nc4ccccc43)nc3ccccc3c2=O)cc1 | 2% | u | 8%
CCCCCCn1c(=O)c(C(=O)Nc2cccc(C)n2)c(O)c2ccccc21 | -5% | 3.7µM* | -6%
O=C(C1CCC(=O)N1C1CCCC1)N1CCC2(CC1)OCCO2 (stereo not drawn) | 11% | -4% | -11%
O=C(NC1CC1)C1CSC(c2cccnc2)=N1 (stereo not drawn) | 0% | -26% | 4%
Cc1cccc(OP(=O)(NCc2ccccc2)Oc2cccc(C)c2)c1 | -4% | u | 15%
COc1cccc(NC2=NCCCS2)c1 | 2% | 12% | -5%
CC1=NCCc2c1[nH]c1cc(O)ccc21 | u | u | -18%
CCOC(=O)CNC(=O)CNC(=O)c1nn(-c2ccc(OC)c(Cl)c2)c(=O)c2ccccc12 | 12% | u | 18%
